PriA SSB inh: K. pneumoniae PriA-SSBct interaction inhibition; AlphaScreen SSBct-PriA binding, biotinylated peptide; inhibition, % at 33 µM; hit rate 0.6% among 430,000; in the data active = inhibition mostly above about 37%, no sharp cut-off; inactive = mostly below about 20%;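 note: plate controls were negative control peptide for no effect and reference peptide for full effect; strong numbers were not always called active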
Active calls of the source: *; & = joins results of further samples.

SMILES	PriA SSB inh
Cc1cc(C(=O)NC[C@](C)(O)c2ccc(-c3ccccc3)cc2)c(C)o1	-3.0
Cc1nn(C)c(C)c1C(=O)NCC1Cc2ccccc2CO1 (configuration not stated)	-18.0
Cc1ccc2cc(C=NNC(=O)[C@H]3C[C@@H]3c3ccccc3)c(Cl)nc2c1	-9.7
O=C(c1ccco1)c1ccc(CNS(=O)(=O)c2cc3c4c(c2)CCN4C(=O)CC3)s1	-17.0
Cc1ccc(Cl)cc1NC(=O)c1ccc(=O)n(C)n1	-5.0
c1cncc(CNCCc2cccs2)c1	8.0
COc1ccc2cc(C=NNC(=O)c3ccc(CN(c4cccc(Cl)c4Cl)S(C)(=O)=O)cc3)c(Cl)nc2c1	-7.4
COc1ccc(/C=C2/C(=O)NC(=N)N2C)cc1OC	-19.5
COc1ccccc1-n1nnc(C(=O)OCc2nc(-c3ccc(C)cc3)oc2C)c1C	-6.0
Cc1cc(NC(=O)c2ccc(=O)n(Cc3ccc(F)cc3)n2)no1	-4.0
Cc1cc(NC(=O)CON=Cc2ccc3c(c2)OCO3)ccc1Br	-2.5
Cc1cc(C)n(-c2nc(CCNC(=O)Cn3c(=O)oc4ccccc43)cs2)n1	-24.0
CCn1c(C)cc(O)c([C@H](c2ccc(OC)c(OC)c2)N2CCN(c3ccccc3F)CC2)c1=O	-9.0
O=C(NCc1nnc(SCC(=O)N2CCCc3ccccc32)n1-c1ccc(Br)cc1)c1cccs1	-1.0
O=c1nc(SCc2ccc(C(F)(F)F)cc2)c2c(n1CC1CCCO1)CCCC2 (configuration not stated)	5.0
Cc1ccc(Nc2nc(C(=O)Nc3nccs3)cs2)c(C)c1	2.0&22.0
Cc1cc(Nc2ncnc3c2nnn3C)ccc1Br	-3.0
Cc1nc2ccccn2c1C(=O)N1CCC(c2cc(C(=O)Nc3ccccc3F)n[nH]2)CC1	-15.0
O=C(Cn1nc2c(c1NC(=O)CSc1ccncc1)CSC2)NCC1CCCO1 (configuration not stated)	-10.0
CCn1c2ccccc2c2cc(C=Nn3c(C)nnc3C)ccc21	-12.1
Cc1csc2nc(-c3ccc(NC(=O)c4ccc5ccccc5c4)cc3)cn12	8.0
Fc1ccc(C=NNc2cccc(F)c2)cc1	4.3
Cc1[nH]c(=O)[nH]c(=O)c1CCC(=O)NCCc1nc2ccccc2[nH]1	-2.0
Cc1snc(S(=O)(=O)C(C#N)=NNc2ccc(C(F)(F)F)cc2)c1C#N	17.3
CN(C)c1ccc(C(=S)N2CCN(C(=S)c3cn(-c4ccccc4)nc3-c3ccccc3)CC2)cc1	11.0
O=C(NCC1CCN(c2ccncc2)CC1)Nc1ccccc1Cl	1.0
O=C1CC/C=C/C[C@@H](CC(=O)N(CCO)Cc2ccccc2)C(=O)N2CCC[C@H]2CO1	-7.0
CCOc1cc(C=Nn2cnnc2)ccc1O	-2.8
COc1ccc2nc(NC(N)=NC(=S)Nc3c(C)cccc3C)nc(C)c2c1	-1.0
CC(=O)Nc1ccc(NC(=O)CC2NCCNC2=O)cc1 (configuration not stated)	-6.0
O=C(O)CC1CSc2nccc(=O)n21 (configuration not stated)	-2.0
COc1ccc2nc(-c3ccc(F)c(NC(=O)COc4ccc(Cl)cc4)c3)cn2n1	-2.0
O=C(NCCN1CCN(c2ccccc2)CC1)C(=O)NCc1ccc(F)cc1	-5.0
CCC(C)NC(=O)CSc1ccc(N2CCN(c3cccc(C(F)(F)F)c3)CC2)nn1 (configuration not stated)	-14.0&-2.0
Cc1ccc(-c2ccc3nn(Cc4nc(-c5ccccc5)no4)c(=O)n3n2)cc1C	12.0
Clc1ccc(CN2CCN(c3ncnc4c3cnn4-c3ccccc3)CC2)cc1Cl	-9.0
O=C(CCc1csc(NC(=O)c2ccc(Cl)cc2)n1)NCc1cccnc1	-14.0
CCCCOC(=O)c1ccc(NC(=O)c2cccn(Cc3ccc(Br)cc3)c2=O)cc1	-1.0
Cc1cccc2nc(Cn3c(=O)n(-c4ccc(Cl)cc4)c(=O)c4c5c(sc43)CCC5)cc(=O)n12	-12.0
COc1ccc(-c2cnnc(NN=Cc3ccc(OC)c(OC)c3)n2)cc1	-4.8
O=C(CN1CCN(Cc2nc(-c3cccs3)cs2)CC1)NCCc1ccccc1	-4.0
CC(=O)NCC(=O)NCc1nnc2cc(-c3nc(C)no3)ccn12	-8.0
O=C(NC(=S)Nc1ccc(S(=O)(=O)N2CCc3ccccc32)cc1)C1CCCC1	9.0
C[C@](O)(CNC(=O)c1ccccc1)c1ccc2c(c1)OCO2	-13.0
CN1CCCc2cc(C(CNS(=O)(=O)c3ccc(F)cc3F)N(C)C)ccc21 (configuration not stated)	17.0
COc1ccc(CC(=O)N2CCC(c3nnc(-c4ccc(F)cc4)o3)CC2)cc1	-8.0
Cc1nc(NC2CCCCC2)c2c3c(sc2n1)CC(C)CC3 (configuration not stated)	4.0
O=C(COc1ccc(Cl)cc1)Nc1cccc(N2CCCCC2=O)c1	-16.0
O=C(Nc1cccc(-c2ccc3nnc(-c4cccnc4)n3n2)c1)c1cccc2ccccc12	-12.0
CCCS(=O)(=O)Nc1cccc(-c2ccc3nnc(-c4cccnc4)n3n2)c1	-9.0

(listing goes on)
SMILES	PriA SSB inh
O=C(Cn1nc(-c2cccnc2)n(C2CC2)c1=O)Nc1ccc2c(c1)OCO2	3.0
O=C(c1ccccc1N1C(=O)c2cccc3cccc(c23)C1=O)N1CCOCC1	-7.0
CCCCCCCCn1c(NS(=O)(=O)c2ccc(Cl)cc2)c(S(=O)(=O)c2ccc(C)cc2)c2nc3ccccc3nc21	52.5
Cc1ccc(N2C[C@@H](NC(=O)N3CCN(c4ccccc4F)CC3)CC2=O)cc1C	-6.0
Cc1noc(-c2cn(CCNC(=O)c3n[nH]c4ccccc34)nn2)n1	-3.0
CCCCOc1ccc(C(=O)Nc2nnc(SCc3ccc(Br)cc3)s2)cc1	-9.0
CN(CC(=O)Nc1ccc(F)c(Cl)c1)c1nc2ccccc2s1	-7.0
CC(C)(C)c1ccc(NC(=O)NCCN2CCC(O)CC2)cc1	-3.0
Cc1ccc(OC(C)C(=O)NCCOc2ccc3nnc(-c4ccccc4)n3n2)cc1C (configuration not stated)	-5.0
Cc1ccc(C=NNC(=O)CC(=O)NCc2cccnc2)cc1	-5.8

Arranged by length of the SMILES (descending): 5 of the compounds above.
SMILES	PriA SSB inh
CCCCCCCCn1c(NS(=O)(=O)c2ccc(Cl)cc2)c(S(=O)(=O)c2ccc(C)cc2)c2nc3ccccc3nc21	52.5
Cc1ccc(OC(C)C(=O)NCCOc2ccc3nnc(-c4ccccc4)n3n2)cc1C (configuration not stated)	-5.0
O=C(c1ccccc1N1C(=O)c2cccc3cccc(c23)C1=O)N1CCOCC1	-7.0
CCCCOc1ccc(C(=O)Nc2nnc(SCc3ccc(Br)cc3)s2)cc1	-9.0
CN(CC(=O)Nc1ccc(F)c(Cl)c1)c1nc2ccccc2s1	-7.0

(list continues)
SMILES	PriA SSB inh
O=C(NCc1cccs1)C(=O)Nc1cccc(F)c1	-15.0
COc1ccc(NC(=O)CN2CCC(C(=O)Nc3nc4ccccc4s3)CC2)c(OC)c1	14.0
C=CCCC(=O)NCC1CCN(C(=O)OC)CC1	-15.0
C=CCN1C(=O)C(C)(C)COc2ccc(NS(=O)(=O)c3cc(C)ccc3C)cc21	5.0
Cc1ccc(C=NNC(=O)Cc2cccn2C)o1	-1.0
CCOC(=O)c1c(NC(=O)C2CC2)sc(Cc2ccc3c(c2)OCO3)c1C	-8.0
CN1CCOc2ccc(NS(=O)(=O)c3ccc4oc(=O)[nH]c4c3)cc2C1=O	3.0
CC12CC3CC(Br)(C1)CC(C(=O)NC(C)(C)CO)(C3)C2 (configuration not stated)	-11.0
CC(O)(CNC(=O)C(=O)Nc1ccc(OC(F)(F)F)cc1)c1cc2ccccc2s1 (configuration not stated)	19.0
CCOc1cc(C(=O)NCc2ccsc2)cc(OCC)c1OCC	1.0
COc1cccc(NC(N)=Nc2nc(C(F)(F)F)cc(C(F)(F)F)n2)c1	-8.4
COc1cc(C(=O)OCc2nc3ccccc3s2)cc(OC)c1OC	-18.0
O=C(NCCCn1ccnc1)C(=O)Nc1ccc(Cl)cc1	-9.0
O=[N+]([O-])c1cccc(C=NNc2cc(Cl)nc(-c3ccccc3)n2)c1	-6.0
Cc1cc2ncc(NC(=O)c3cc(-c4ccco4)on3)cn2n1	-4.0
CO[C@@H](CNC(=O)Cc1c(F)cccc1Cl)c1ccccc1C	-10.0
CN(C)c1ccc(C(=O)Nc2cc(N3CCCC3)ncn2)cc1	-7.0
COc1ccc(Cl)cc1NC(=O)CC1C(=O)NCCN1C(=S)Nc1ccccc1 (configuration not stated)	2.0
Cc1ccc2c(c1)OCC(C#N)=C2	-11.0
Cc1ccc(S(=O)(=O)Oc2ccc(C=NNC(=O)c3cccnc3)cc2)cc1	-18.0
O=S(=O)(Cc1ccccc1F)Nc1ccc(-c2csc(Nc3cccnc3)n2)cc1	15.0
O=C(CCc1nnc2n(Cc3ccc(F)cc3)c(=O)c3ccccc3n12)NCCc1c[nH]c2ccccc12	6.0
CCc1ccc[n+](-c2[nH]c(=O)sc2C=NN=C([O-])c2cccnc2)c1	-15.9
Cc1ccc(S(=O)(=O)N2CCN(c3ccc(-c4cccs4)nn3)CC2)c(C)c1	-12.0&-6.0
CCOC(=O)NC1CCN(c2cc(C(F)(F)F)nc(C)n2)CC1	-18.0
O=C(c1ccc(F)cc1)c1ccccc1C(=O)N1CCC(S(=O)(=O)Cc2ccco2)C1 (configuration not stated)	5.0
N#CC(=NNc1ccccc1Cl)C(=O)c1ccccc1	6.7
O=C(c1ccccc1Cl)N1CCN(C(=O)[C@H]2C[C@@H]2c2cccs2)CC1	-7.0
Cc1nc(-c2cccc(NC(=O)c3coc(NC(=O)c4cccs4)n3)c2)cs1	8.0
CC(=NNc1nc(N)cc(Cl)n1)c1cccc(N)c1	18.1

Some of the entries so far, bar-delimited.
structure | PriA SSB inh
Cc1ccc(S(=O)(=O)N2CCN(c3ccc(-c4cccs4)nn3)CC2)c(C)c1 | -12.0&-6.0
N#CC(=NNc1ccccc1Cl)C(=O)c1ccccc1 | 6.7
O=C(c1ccccc1Cl)N1CCN(C(=O)[C@H]2C[C@@H]2c2cccs2)CC1 | -7.0
CC(=NNc1nc(N)cc(Cl)n1)c1cccc(N)c1 | 18.1

Next part.
SMILES	PriA SSB inh
C=CCOc1c(Br)cc(C=NO)cc1OCC	-21.3
Cc1onc(-c2ccccc2Cl)c1C(=O)NCC1(Sc2ccccc2)CCOCC1	9.0
CCSc1ccccc1C(=O)NCc1ccc(C(=O)c2ccco2)s1	-12.0
COc1cc(OC)c(NC(=O)CSc2ncc(S(=O)(=O)c3ccc(C(C)(C)C)cc3)c(=O)[nH]2)cc1Cl	-7.0
COc1ccc(C(=O)NCC(C)(O)c2ccco2)cc1F (configuration not stated)	8.0
O=C(CSc1cccc2cccnc12)Nc1ccccc1	44.1
COc1ccc(CCNC(=O)c2csc(NS(=O)(=O)c3ccccc3)n2)cc1OC	-4.0
O=C(Cn1cnc2ccccc21)NN=Cc1ccco1	6.9
CCOc1ccc(C(O)=C2C(=O)C(=O)N(CCOCCO)C2c2ccccn2)cc1 (configuration not stated)	-13.1
O=C(NN=Cc1cccs1)C(=O)Nc1cccc(Cl)c1	1.3
CCN(CC)Cc1c(C(=O)NN=Cc2c(Cl)cccc2Cl)nnn1-c1nonc1N	11.1
CNC(=O)c1csc(NC(=O)c2cc3ccccc3o2)n1	-21.0
CS(=O)(=O)N1CCC(C(=O)NCC#CCOc2cccc(C(F)(F)F)c2)CC1	3.0
COc1cccc([C@H](CNC(=O)c2cccc(Cl)c2)OC)c1	-9.0
Cc1csc(C(=O)N2CCCC2CS(=O)(=O)c2ccccc2)c1 (configuration not stated)	-5.0
O=C(Cn1ccn2nc(-c3ccc(Cl)cc3)cc2c1=O)NCc1cccs1	-1.0
Cc1ccccc1C(=O)NCC#CCN(C)Cc1ccccc1	4.0
CCOC(=O)c1sc(NC(=O)c2cc([N+](=O)[O-])ccc2Cl)nc1-c1ccccc1	1.0
O=C(Nc1ccc(N2CCN(C(=O)C3CCCO3)CC2)nn1)c1ccccc1 (configuration not stated)	3.0
N#CC(=C(O)c1ccco1)c1ccccn1	4.0

Next part; the last 3 above are carried over.
SMILES	PriA SSB inh
CCOC(=O)c1sc(NC(=O)c2cc([N+](=O)[O-])ccc2Cl)nc1-c1ccccc1	1.0
O=C(Nc1ccc(N2CCN(C(=O)C3CCCO3)CC2)nn1)c1ccccc1 (configuration not stated)	3.0
N#CC(=C(O)c1ccco1)c1ccccn1	4.0
O=C(Cn1cc(-c2nc(-c3ccsc3)no2)ccc1=O)N1CCc2ccccc21	-9.0
Cn1c(N)c(NC(=O)c2ccco2)c(=O)[nH]c1=O	-11.0
COC(=O)c1ccc(/C=C2\SC(=S)N(CCCCCC(=O)Nc3nc(C)cs3)C2=O)cc1	4.0
CCC(=O)NCc1ccc2c(c1)cc(C)n2C	-6.0
O=C(NCC1CCN(Cc2ccco2)CC1)C(=O)Nc1ccc2c(c1)OCO2	-14.0
O=C(c1cc(-c2ccc(F)cc2)c[nH]1)N1CC(Oc2nccs2)C1	-14.0
COc1ccc(C)cc1NC(=O)CSc1nc2c(sc(=S)n2-c2ccc(C)cc2)c(=O)n1C	3.0
Cn1c(C(C#N)=C(O)c2ccc(Cl)s2)nc2ccccc21	0.0
Cc1nc2c(=O)n(Cc3ccccc3F)nc(-c3cccs3)c2s1	-6.0
Cc1cc(SCC(=O)Nc2ccc(-c3nc4ccccc4s3)cc2)nc2ccccc12	-3.0
CN(C)c1ccc(C=NNC(=O)c2nnn(-c3nonc3N)c2CN2CCCCCC2)cc1	-8.2
Cc1cccc(Cn2nc(-c3ccc(Br)cc3)ccc2=O)c1	-8.0
N#C/C(=C\Nc1ccccn1)c1nc2ccccc2s1	-4.0
CCOc1ccc(S(=O)(=O)NCCCn2ccnc2)c2ccccc12	20.0
COc1ccc(CC(=O)NCCn2ncc3c(=O)n(Cc4cccc(C(F)(F)F)c4)cnc32)cc1OC	-16.0&9.0
O=C(Nc1ccccc1Cl)N1CCN(c2cc(-n3cncn3)ncn2)CC1	-14.0
O=C(Nc1cnn(CC2CCOCC2)c1)c1cccnc1	-8.0
CCc1ccc(-c2ccc3nnc(CCC(=O)NCc4ccc(F)c(Cl)c4)n3n2)cc1	-7.0
COc1ccc(C(=O)Nc2cc(C)nn2-c2nc3c(cnn3-c3ccc(C)cc3)c(=O)[nH]2)cc1	0.0
Cc1ccc([N+](=O)[O-])cc1S(=O)(=O)N1CCN(c2cccc(Cl)c2)CC1	11.0

Compound activity (PubChem)

A portion of the library. The share of hits here may be higher or lower than overall.
